Assay outcomes (PubChem)
CDK5 p35 inh – blocks human CDK5/p35 kinase activity. Recombinant CDK5/p35, ADP-Glo luminescence, 60 min. inhibition, % at 10 µM. 330,000 tested, 0.01% active. AID 488839;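 active = highest replicate inhibition of at least 50% and at least 75% of replicates reaching 50%; inconclusive = only one of the two criteria met; inactive = both criteria failed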;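 also: plate controls were DMSO neutral control for no effect and GW8510 at 10 µM for full effect; many of its hits are not listed in these tables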
HTR5A inv ctr – HTR5A inverse agonism, opioid heterodimer counter-screen; HTR5A cell line, luminescence; inhibition, % at 9.3 µM; AID 504634; 340,000 tested, 0.083% active; in the data active = inhibition mostly above about 23%, no sharp cut-off; inactive = mostly below about 18%;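 also: 0% = cells with DMSO and 100% = no-cell wells with DMSO; some compounds called inactive have numbers as strong as hits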
Target sequence (P47898 whole entry, looked up): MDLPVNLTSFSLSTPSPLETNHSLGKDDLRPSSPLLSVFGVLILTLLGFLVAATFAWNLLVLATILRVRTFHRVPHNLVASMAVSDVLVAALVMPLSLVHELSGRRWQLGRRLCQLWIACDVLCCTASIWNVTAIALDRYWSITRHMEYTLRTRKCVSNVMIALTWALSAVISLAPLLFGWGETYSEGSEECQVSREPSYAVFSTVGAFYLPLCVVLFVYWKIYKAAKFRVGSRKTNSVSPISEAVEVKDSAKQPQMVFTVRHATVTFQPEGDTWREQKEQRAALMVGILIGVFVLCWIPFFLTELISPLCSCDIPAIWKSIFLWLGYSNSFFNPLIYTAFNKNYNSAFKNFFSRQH
Wnt bcat act – Wnt/beta-catenin pathway activation | Wnt/beta-catenin reporter cell assay, activator, plate reader | activation, % at 9.35 µM | 300,000 tested, 1.2% active; in the data active = activation above about 30%, passing the limit was not always enough; inconclusive = no clear call, values can overlap the other calls;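 also: 0% = neutral control wells and 100% = positive control wells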
MITF act – MITF TRPM1 promoter activation in melanoma cells | SK-MEL-5 TRPM1-promoter luciferase, 24 h; % of positive control, neutral wells = 0 | activation, % at 12.5 µM | 300,000 tested, 0.75% active | AID 588334;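 active = mean activation of at least 80% with every replicate also reaching 80%; inconclusive = mean reaches 80% but some replicate falls short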;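 also: 0% = neutral control wells and 100% = parthenolide positive control wells; values of inactives mirror those of a sister screen read the other way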
SR-BI HDL uptake – blocks mouse SR-BI lipid uptake from DiI-HDL; Q61009; 320,000 tested, 0.96% active; inhibition, % at 12.5 µM; ldlA[mSR-BI] CHO cells, DiI-HDL uptake fluorescence, 3 h;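 active = mean replicate inhibition of at least 70% and a set share of replicates each scoring 70 or more; inconclusive = meets just one of the two criteria; inactive = fails both criteria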;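 also: 0% = median of neutral control wells and 100% = median of positive control wells; values of inactives mirror those of a sister screen read the other way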
V-ATPase pHluor – alters yeast V-ATPase proton transport. S. cerevisiae, pHLuorin cytosolic pH fluorescence. response, % at 10 µM. 350,000 tested, 0.37% active; in the data active = response mostly above about 7.3%, no sharp cut-off; inactive = mostly below about 5.4%; also: actives read high; inactives centre near 0; some compounds called inactive have numbers as strong as hits; reference of the scale not given here
PvdQ acylase – P. aeruginosa PvdQ acylase inhibition | purified PvdQ acylase, fluorescence plate reader | inhibition, % at 10 µM | 340,000 tested, 0.063% active; in the data active = inhibition above about 30%, passing the limit was not always enough; inconclusive = no clear call, values can overlap the other calls;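 also: 0% = vehicle neutral wells and 100% = reference inhibitor wells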
HTR5A ag ctr – HTR5A agonism, opioid heterodimer counter-screen; HTR5A agonist assay, luminescence, cell-based; activation, % at 9.3 µM; 340,000 tested, 0.61% active; in the data active = activation mostly above about 9.5%, no sharp cut-off; inactive = mostly below about 7.6%;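 also: 0% = cells with vehicle only and 100% = reference agonist; strong numbers were not always called active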
dFosB act – activators of mouse delta FosB homodimer. activation, % at 25 µM. AID 493131. P13346. 340,000 tested, 0.99% active. purified delta FosB, TAMRA-CDK5 oligo fluorescence polarization; percent of positive-control signal above neutral wells;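 active = mean activation above about 17%, with every replicate also reaching it, limit read from the data, passing the limit was not always enough; inconclusive = only one of the two conditions met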;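 also: fluorescence polarization rise as delta FosB binds a TAMRA Cdk5 AP-1 oligo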
Target sequence (P13346 whole entry, looked up): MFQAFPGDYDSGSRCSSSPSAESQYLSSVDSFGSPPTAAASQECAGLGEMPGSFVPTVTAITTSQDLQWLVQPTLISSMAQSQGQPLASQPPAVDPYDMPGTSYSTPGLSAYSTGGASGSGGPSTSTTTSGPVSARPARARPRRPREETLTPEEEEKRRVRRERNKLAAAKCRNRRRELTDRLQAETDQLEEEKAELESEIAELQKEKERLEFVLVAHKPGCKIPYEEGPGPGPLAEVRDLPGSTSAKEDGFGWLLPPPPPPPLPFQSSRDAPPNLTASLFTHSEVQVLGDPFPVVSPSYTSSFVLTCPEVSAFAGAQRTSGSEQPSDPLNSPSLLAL
NSD2 HMT inh – NSD2 (human) methyltransferase inhibition; O96028; AID 743445; inhibition, % at 12.5 µM; 310,000 tested, 0.54% active; NSD2 peptide methylation, AlphaScreen, 120 min; in the data active = inhibition above about 50%
Starred values were filed as active, the others as inactive; ? = inconclusive; . = no result given. An unsorted share of the library (roughly 5% active in at least one column).

SMILES	CDK5 p35 inh	HTR5A inv ctr	Wnt bcat act	MITF act	SR-BI HDL uptake	V-ATPase pHluor	PvdQ acylase	HTR5A ag ctr	dFosB act	NSD2 HMT inh
CN(Cc1ccccc1)c1ccc([N+](=O)[O-])cc1C(=O)O	-0.7	7	0	1	1	-7	1	-3	2	1
Cc1ccc(NC(=O)CSC(C)C(=O)NCCc2ccccn2)cc1 (centres undefined)	0.4	22	-2	-1	-12	4	-8	0	0	-3
CCOc1ccc(N(CC(=O)N/N=C/c2ccccn2)S(=O)(=O)c2ccc(Cl)cc2)cc1	1.2	-31	-3	-9	-4	3	-11	0	-14	0
COc1ccc(C(=O)OCc2ccc(C)cc2)cc1S(=O)(=O)N1CCOCC1	0.6	8	-4	14	55	3	-15	-4	-12	28
O=C(CN1CCCCC1)N1c2ccccc2Oc2ccccc21	0.5	0	.	-11	-14	-3	-18	0	-4	1
NS(=O)(=O)c1cccc(NC(=O)CSc2n[nH]c(-c3ccccc3Br)n2)c1	8.6	2	-1	1	-4	1	3	-5	-4	1
Cc1cc(C(=O)NC2CCCc3c2cnn3-c2ccccc2F)nc(C)n1 (centres undefined)	0.3	1	0	-15	-2	1	-5	1	-9	2
COC(=O)c1cc(Cl)nc2ccccc12	1.9	-7	2	0	-13	-1	6	7	-1	-1
Cc1ccc2c(c1)-c1c(cnn1CC(=O)N1CCCN(Cc3ccccc3F)C1)CO2	0.8	-8	3	-3	-12	0	5	3	-18	.
CCOc1ccc(CN2CCC(C(=O)Nc3cccc(-c4ccn[nH]4)c3)CC2)cc1Cl	-1.5	-15	0	4	-16	2	0	4	?	2
CCOP(=O)(c1ccc(N(C)C)cc1)C(O)c1c(Cl)cccc1Cl (centres undefined)	0.4	-1	-3	-1	5	6	-9	4	-2	6
Cc1cc(C)cc(OCCNC(=O)c2ccc(Br)cc2)c1	1.2	-11	0	1	-8	3	5	3	-1	3
COc1cc(NC(=O)CSCc2ccccc2)c(C(=O)O)cc1OC	-1.3	-14	1	-5	-2	-3	-16	5	-6	-5
Nc1nc(Nc2ccc(Cl)cc2)nc(NCc2ccco2)c1[N+](=O)[O-]	0.5	2	-2	.	25	0	-14	-2	57*	-2
O=C(CCCC(=O)OCC(Cl)=C(Cl)Cl)Nc1ccc(F)cc1	-0.7	12	0	7	-27	5	-10	0	-5	-3
c1ccc(-c2ccc3[nH]ccc3c2)cc1	1.2	4	17	93*	20	-1	-13	-1	-2	.
CCOc1cccc(CN2CCC(N3CCC(C(=O)NCC4CCCO4)CC3)CC2)c1 (centres undefined)	-0.7	-3	0	0	-22	-3	-10	3	-8	13
N#C/C(=C\c1ccccc1)C(=O)NNS(=O)(=O)c1cccc([N+](=O)[O-])c1	-0.7	17	0	-11	-6	0	-3	-4	-3	3
CCCOc1ccc(-c2cc(C(F)(F)F)c(C#N)c(SCC(=O)O)n2)cc1	-0.4	-8	-2	-19	0	0	-1	3	-12	1
COc1cc(Cl)c(C)cc1NC(=O)COC(=O)C1=COCCO1	0.6	11	-2	7	-18	-1	-12	-4	0	-3
CC(C)OCCCNC(=O)Cc1ccc(F)cc1	-0.1	-5	-1	-14	-19	4	10	2	-5	-3
CC(C)c1ccc(S(=O)(=O)N2CCN(C(=O)c3cccc(S(=O)(=O)N4CCOCC4)c3)CC2)cc1	0.8	19	-6	-4	-11	-1	-18	1	-7	-2
CC(=O)c1c(O)cc(=O)n(-c2ccccc2)c1-c1ccc(C)cc1	-0.4	-7	-1	.	-19	-2	16	3	3	0
COc1ccc(COC(=O)c2nc3nc(C)cc(C)n3n2)cc1F	-0.7	-10	-4	8	-6	0	-6	3	-7	-3
O=C(NC(=S)Nc1cccnc1)c1cccs1	0.5	4	10	19	-17	3	11	-1	-5	-1
O=C(Cn1nc(Cc2ccncc2)c2ccccc2c1=O)Nc1cccnc1Cl	0.2	21	-1	-5	20	0	2	2	-1	1
O=C1C(Cc2ccccc2)Nc2ncnc(N3CCOCC3)c2N1Cc1ccc(Br)cc1 (centres undefined)	0.0	3	-2	-1	-9	4	-10	-1	0	.
CCOC(=O)Nc1ccc(OC)cc1S(=O)(=O)N1CCCCC1	0.6	-16	.	-8	-6	3	-18	2	-7	-1
O=C1CCC(=O)N1c1ccc(S(=O)(=O)Nc2cccc(Br)c2)cc1	-1.3	-16	-1	3	-44	0	-7	2	-9	-17
CCC(=O)N1CCN=C1SCc1cccc(C(F)(F)F)c1	0.1	1	-2	1	0	-3	4	0	3	-4
COc1ccc(-c2c(NC(=O)C(C)C)n(C)c3ccccc3c2=O)cc1	-0.5	-10	-2	2	8	2	-4	2	-11	-2
Cc1cccc(N=C2N=C(N)c3ccccc32)c1	-0.2	-8	.	.	.	0	-4	3	2	3
COc1ccc(OC)c(NC(=O)COC(=O)CN2C(=O)NC3(CCCC3)C2=O)c1	0.0	-5	5	1	-25	0	-13	2	0	-6
COc1cc(NC(=O)CSc2nc(=O)n(CCN3CCOCC3)c3c2CCCC3)cc(OC)c1	-0.6	14	-2	-9	-21	-1	3	-6	-10	-3
CCOC(=O)N1CCC(NC(=O)c2ccc3c(c2)N(CC)CCS3)CC1	-0.4	-3	7	-6	56	-2	-7	1	-11	.
O=C(CN1CCOCC1)Nc1ccccc1F	0.8	3	-1	.	-4	-2	-14	-1	-6	-1
O=C(CCCOc1ccccc1)Nc1cccc(S(=O)(=O)N2CCOCC2)c1	-2.8	-20	-4	-6	.	1	-15	5	1	4
O=C(Nc1ccc(Cl)cn1)c1ccccc1[N+](=O)[O-]	1.2	5	3	0	-2	2	-1	3	3	-2
Cc1cc(C(=O)OCC(=O)NC2CCCC(C)C2C)c(C)o1 (centres undefined)	0.6	-4	-3	-2	-10	3	-9	1	3	0
CCCCN(C(=O)c1cc(S(=O)(=O)N2CCCCC2)ccc1Cl)c1c(N)n(CCC)c(=O)[nH]c1=O	1.0	-6	-2	-11	-11	0	-11	2	-13	-2
CSc1ccccc1NC(=O)CN(C)CC(=O)c1c(C)[nH]c2ccccc12	-0.7	2	-7	-7	12	2	-11	-1	-7	0
O=C(NCCc1ccccc1)c1nc2nc(-c3cccs3)cc(C(F)(F)F)n2n1	-0.5	23	.	.	34	3	6	0	-3	-2
CC(OC(=O)/C=C/c1cccs1)C(=O)Nc1ccc(S(N)(=O)=O)cc1 (centres undefined)	0.3	9	0	-8	.	1	11	8	-7	3
Cc1ccc(NC(=S)N2CCN(S(=O)(=O)c3ccccc3)CC2)cc1	-1.3	4	-3	3	4	1	-10	6	-11	-3
O=C(Nc1ccc2[nH]ncc2c1)c1ccc(F)cc1	1.8	-19	5	31	18	2	-13	7	4	0
O=C(COc1cccnc1[N+](=O)[O-])N1CCN(C(=O)c2ccco2)CC1	0.7	8	1	-16	1	-5	0	-3	-2	25
CC(Sc1nccn1C)C(=O)c1c(N)n(C)c(=O)n(C)c1=O (centres undefined)	-0.5	6	-1	-4	-18	-2	4	-2	4	-3
Cc1cc(C)c(NC(=O)c2ccccc2CCc2ccccc2)c(C)c1	-2.6	-8	-6	-13	?	-3	-14	11	4	-8
Cc1ccc(C(=O)NC2CCCCC2)cc1	-0.1	-11	17	88*	2	0	0	6	1	-1
COc1cc(OC)cc(-c2c(-c3cccs3)c3cc(-c4ccc(N(C)C)nc4)ccc3n2C)c1	-0.4	9	-6	17	62	8	-13	-3	-2	.
O=C(O)/C=C/C(=O)Nc1c(F)cccc1F	1.8	-7	1	-1	1	-5	6	5	-2	0
CCSC(=O)N=Nc1ccc(O)cc1	-0.6	-13	19	-5	-8	-1	-12	4	-13	1
Nc1nc(SCC(=O)NC2CCCC2)[nH]c(=O)c1NC(=O)c1cccs1	3.8	20	-2	-10	-2	0	7	5	-1	-3
COc1ccc(N2C(=O)C(Cl)=C(N3CCCC(C)C3)C2=O)cc1 (centres undefined)	1.4	-17	.	14	.	1	-11	-1	-11	0
CCN1CCN(CCC(=O)Nc2cccc(C)c2)CC1	0.0	-43	2	-13	3	-4	-8	6	1	-3
C/C(=N\Nc1ccc(S(N)(=O)=O)cc1[N+](=O)[O-])c1ccco1	1.3	-20	6	-8	5	-1	-6	7	-2	9
Cc1ccc(-c2nnc(SCC(=O)N3CCCc4ccccc43)n2N)cc1	-0.5	-19	.	1	3	-7	-19	1	-5	10
CCOc1c(OC(C)=O)ccc(/C=C/c2ccc3cccc(OC)c3n2)c1[N+](=O)[O-]	-3.4	16	9	18	59	3	-5	-6	-19	-1
Cc1ccc(NS(=O)(=O)c2ccc(-c3ccc(=O)[nH]n3)o2)cc1N(C)C	-1.6	17	-2	1	-5	1	-6	2	-8	2
COC(=O)c1sccc1NC(=O)c1csc(C)c1	0.9	-10	.	-5	7	-2	3	2	-32	-5

Sorted by value in SR-BI HDL uptake (descending): 3 from the list above.
smiles | SR-BI HDL uptake
C/C(=N\Nc1ccc(S(N)(=O)=O)cc1[N+](=O)[O-])c1ccco1 | 5
O=C(COc1cccnc1[N+](=O)[O-])N1CCN(C(=O)c2ccco2)CC1 | 1
Cc1ccc(NS(=O)(=O)c2ccc(-c3ccc(=O)[nH]n3)o2)cc1N(C)C | -5

The list continues:
SMILES	CDK5 p35 inh	HTR5A inv ctr	Wnt bcat act	MITF act	SR-BI HDL uptake	V-ATPase pHluor	PvdQ acylase	HTR5A ag ctr	dFosB act	NSD2 HMT inh
COc1cc(C(C)=O)ccc1OCC(O)CN1CCN(c2ccc(C)c(C)c2)CC1 (centres undefined)	0.4	-10	0	-3	11	-4	-16	-2	-6	7
COc1ccc(NC(=O)c2cc(N3C(=O)C4C5CCC(C5)C4C3=O)ccc2Cl)c(OC)c1 (centres undefined)	1.1	9	-1	-2	25	0	-12	2	0	1
C#CCOCCOCCOCCNc1nc(N2CCN(C(=O)CCCCCCCCCCNC(=O)Cn3cc(C[C@@H](C)O)nn3)CC2)nc(N2CCN(C(=O)CCCCCCCCCCNC(=O)[C@@H](CCC(=O)O)n3cc(CCCCCN)nn3)CC2)n1	3.3	-5	-3	-1	-10	-4	-11	-2	-11	.
Cc1cccc(C)c1NC(=S)Nc1ccccc1C(=O)NCc1ccco1	1.3	4	0	-12	-5	1	-8	0	8	-1
Cc1ccc(-n2nnnc2SCC(=O)NCC2(N3CCOCC3)CCCCC2)cc1	-0.3	-5	-3	-6	-26	0	-18	-2	-1	-2
CCCCNC(=O)CCn1c(=O)c2ccccc2n(Cc2ccc(Cl)cc2)c1=O	0.4	-47	-3	-3	-1	-1	-15	18*	-2	-3
CCOC(=O)CN(C)C(=O)C1CCCN1C(=O)OC(C)(C)C (centres undefined)	0.4	-4	-1	-18	-7	-4	-13	2	-4	.
O=C1c2cnc3nc(SCc4ccc(Cl)cc4)nn3c2CC2c3ccccc3CCN12 (centres undefined)	1.8	3	.	.	-8	0	-9	-3	-5	-1
Cc1ccc(C(=O)N2NC(c3ccc(F)cc3)C3C(=O)N(c4ccc(C)c(C)c4)C(=O)C32)cc1 (centres undefined)	3.2	-2	-2	0	13	-1	8	1	-3	.
CCCCn1c(=O)c(C(=O)OCC)c(O)c2ccccc21	3.5	-18	-2	10	-23	9.8*	6	1	-2	.
Cn1cnc2c(cnn2C)c1=O	-0.1	2	1	4	-19	0	4	0	5	-2
CC(=O)C1C(c2cn(-c3ccccc3)nc2-c2cccs2)NC(=O)NC1(O)C(F)(F)F (centres undefined)	.	-34	.	-1	-10	6	5	1	-12	.
